# S3 lipid droplet – qHTS Assay for Lipid Storage Modulators in Drosophila S3 Cells; 320,000 compounds, 0.64% hits; lipid storage change, negative = inhibition, % at the top dose, mostly 46.1 µM; hits show Potency in µM; Drosophila S3 cells, BODIPY lipid droplet fluorescence, 18-24 h; cells fed with added oleic acid; AID 2685; active = well fitted inhibition curve with a large enough effect in the signal ratio, with a control signal flat, not every such curve was filed as active; inconclusive = small, poorly fitted or top-dose-only effect, or effect the other way, or a change in a side signal; the % refers to the signal ratio
#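 Laser-scanning cytometry quantifies lipid droplet accumulation (500–530 nm total intensity; droplet/cell object ratio) in oleic acid-fed (400 uM added) Drosophila S3 cells treated with a concentration series. 20 uM Triacsin C defined 100% inhibition.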
# S3 lipid droplet cell count max – recorded beside S3 lipid droplet, whose call it bears; cell number change, %; measured here: cell count max response;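 cells counted by Cell Tracker Red CMTPX staining in the red channel; peak over a dose series mostly up to 46.1 µM; percent activity relative to internal control wells on each plate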
# The depositor's hits bear a star; i = inactive; ? = inconclusive; · = not tested or not shown; [ ] = dose if it differs, or a comment. % is set by controls: 0 for no effect and ±100 for the full control effect; potency is the fitted concentration of half-maximal effect.
compound | S3 lipid droplet | S3 lipid droplet cell count max
COc1ccc(S(=O)(=O)NCC2CCC(C(=O)NCc3ccco3)CC2)cc1 (stereo unspecified) | 15% | 0
CC1CCN(S(=O)(=O)c2ccc3ncn(CC(=O)N(C)Cc4ccccc4)c(=O)c3c2)CC1 | -18% | 9
Cc1cc(C)cc(C(=O)OCC(=O)Nc2cccc(S(=O)(=O)NC3=NCCCCC3)c2)c1 | i | ·
O=C(NCc1cccc(F)c1)C1CCN(C(=O)c2sccc2-n2cccc2)CC1 | 5% | -2
Cc1nn(-c2ccccc2C(=O)O)c(=O)c2ccccc12 | 14% | 18
CC(C)CCNC(=O)c1c[nH]c2ccc(S(=O)(=O)N3CCC4(CC3)OCCO4)cc2c1=O | ? | ·
Cc1ccc(F)cc1NC(=O)N1CCCN(c2ccc(C(F)(F)F)cn2)CC1 | 10% | 6
COc1ccc(CCNC(=O)c2cc(-c3ccc(C)cc3O)n[nH]2)cc1OC | ? | ·
O=C(NCCOc1ccc(F)cc1)C1CCC(=O)N(CCCN2CCCC2=O)C1 (stereo unspecified) | -6% | 1
CCOC(=O)c1c(NC(=O)C2=C(C)NC(=S)NC2c2ccc(CC)cc2)sc(C)c1C (stereo unspecified) | ? | ·
O=C(C1CCCN(S(=O)(=O)c2cccc3nonc23)C1)N1CCN(c2cccc(Cl)c2)CC1 (stereo unspecified) | ? | ·
CSc1ccc(CNC(=O)C2Cc3cc(S(=O)(=O)N4CCCCC4)ccc3N2C(C)=O)cc1 (stereo unspecified) | ? | ·
Clc1ccc2oc(-c3cccnc3NCc3ccccc3)nc2c1 | ? | ·
COc1ccc(N2C(=O)CC(NCCNc3ccc([N+](=O)[O-])cn3)C2=O)cc1 (stereo unspecified) | i | 8
C=CCNc1nc(Cl)nc(Nc2ccc(OC)cc2)n1 | ? | ·
COc1ccccc1N1CCN(Cc2c[nH]c3ccccc23)CC1 | ? | ·
Cc1ccc(/C=N/N=C/c2ccc(C)s2)s1 | ? | ·
CC1CN(C(=O)CCC(=O)NCc2ccccc2Cl)c2ccccc2S1 (stereo unspecified) | ? | ·
CCCCCc1c(C)nc(SCC(=O)O)[nH]c1=O | ? | ·
CCOC(=O)c1cc(NC(=O)Nc2nccs2)c(C)nc1C | ? | ·
CCOC(=O)c1ccccc1NC(=O)COC(=O)Cc1ccccc1F | -1%[0.0737 µM] | -20
CCN(CC)C(=O)CC(c1ccc2c(c1)OCO2)c1c(OC)cc(OC)c2c(-c3ccccc3)cc(=O)oc12 (stereo unspecified) | ? | ·
CC(=O)Nc1sc(-c2ccc(Cl)cc2)nc1-c1ccccc1 | 5% | -2
O=C(NCCc1ccccc1)c1ccccc1SCC(=O)N1CCCC1 | -5% | -12
COc1ccc(-n2c(=O)n(Cc3ccccc3)c(=O)c3[nH]cnc32)cc1 | 4% | 0
Clc1ccccc1Cn1nnc(-c2ccccc2)n1 | -8% | 9
O=C(CN1CCN(S(=O)(=O)c2ccc(Br)cc2)CC1)N/N=C/c1ccc(Cl)c([N+](=O)[O-])c1 | ? | ·
COc1ccc(CC(=O)NC(c2ccccc2)c2ccccc2)cc1S(=O)(=O)N1CCOCC1 | i | ·
O=C(CN1CCCN(S(=O)(=O)c2ccc(F)cc2)CC1)Nc1c(Cl)cccc1Cl | 21% | 13
Cc1nc2ccccn2c1/C(O)=C1\C(=O)C(=O)N(CCN2CCOCC2)C1c1ccncc1 (stereo unspecified) | ? | ·
CC(=O)c1c(N2CCOCC2)nc2ccc(Cl)cc2c1-c1ccccc1 | ? | ·
CCOc1ccc(C(CCc2ccccc2)NC(=O)c2ccccc2F)cc1OCC (stereo unspecified) | ? | ·
Cc1nn(CC(=O)N(C)C2CCS(=O)(=O)C2)c(C)c1S(=O)(=O)N(C)C (stereo unspecified) | ? | ·
CC(=O)c1cn(CCCCCCCCCCn2cc(C(C)=O)c(=O)[nH]c2=O)c(=O)[nH]c1=O | -6% | -11
COc1ccc(-c2nnc(SCC(=O)NCCc3ccccc3)o2)cc1 | 13% | 13
O=C(Nc1ccc(S(=O)(=O)N2CCCCC2)cc1)c1ccccc1Cl | ? | ·
CC(=O)c1ccc(NC(=O)C(C)NCc2ccccc2Cl)cc1 (stereo unspecified) | 10% | 30
COc1cccc(C(=O)N2N=C(c3cccc(OC)c3)CC2(O)C(F)(F)F)c1 (stereo unspecified) | ? | ·
CCOC(=O)N1CCN(C(=O)CCNS(=O)(=O)c2cc(Br)cnc2N)CC1 | 4% | 5
CCCCOC(=O)c1[nH]c2c(c1C)C(=O)CC(c1cc(OC)c(OC)c(OC)c1)C2 (stereo unspecified) | ? | ·

# Sorted by molecular weight (highest first): part of the list above
compound | S3 lipid droplet | S3 lipid droplet cell count max
COc1ccc(CC(=O)NC(c2ccccc2)c2ccccc2)cc1S(=O)(=O)N1CCOCC1 | i | ·
CCOC(=O)N1CCN(C(=O)CCNS(=O)(=O)c2cc(Br)cnc2N)CC1 | 4% | 5
O=C(CN1CCCN(S(=O)(=O)c2ccc(F)cc2)CC1)Nc1c(Cl)cccc1Cl | 21% | 13
CC(=O)c1cn(CCCCCCCCCCn2cc(C(C)=O)c(=O)[nH]c2=O)c(=O)[nH]c1=O | -6% | -11
CCOc1ccc(C(CCc2ccccc2)NC(=O)c2ccccc2F)cc1OCC (stereo unspecified) | ? | ·
CCCCOC(=O)c1[nH]c2c(c1C)C(=O)CC(c1cc(OC)c(OC)c(OC)c1)C2 (stereo unspecified) | ? | ·
COc1cccc(C(=O)N2N=C(c3cccc(OC)c3)CC2(O)C(F)(F)F)c1 (stereo unspecified) | ? | ·
Cc1nn(CC(=O)N(C)C2CCS(=O)(=O)C2)c(C)c1S(=O)(=O)N(C)C (stereo unspecified) | ? | ·
O=C(Nc1ccc(S(=O)(=O)N2CCCCC2)cc1)c1ccccc1Cl | ? | ·
O=C(NCCc1ccccc1)c1ccccc1SCC(=O)N1CCCC1 | -5% | -12
CC(=O)c1c(N2CCOCC2)nc2ccc(Cl)cc2c1-c1ccccc1 | ? | ·
COc1ccc(-n2c(=O)n(Cc3ccccc3)c(=O)c3[nH]cnc32)cc1 | 4% | 0
CC(=O)c1ccc(NC(=O)C(C)NCc2ccccc2Cl)cc1 (stereo unspecified) | 10% | 30
Clc1ccccc1Cn1nnc(-c2ccccc2)n1 | -8% | 9

# (more compounds)
compound | S3 lipid droplet | S3 lipid droplet cell count max
CC(OC(=O)C1CCN(S(=O)(=O)c2ccccc2)CC1)C(=O)Nc1ncc(Cl)cc1Cl (stereo unspecified) | i | -3
C/C=C(\C)C(=O)NCCN1C2=NC[C@@H](C)N2C[C@H]1Cc1ccc(O)cc1 | ? | ·
N#CNC1=NCN(Cc2ccccc2)CN1 | ? | ·
COc1ccc2[nH]c(C(=O)NCc3ccccc3)cc2c1 | 10% | 4
Cc1c(OCC(=O)NCCCN2CCOCC2)ccc2c1oc(=O)c1ccccc12 | ? | ·
O=C(N/N=C/c1ccccc1OC(=O)N1CCOCC1)c1cccs1 | -3% | -12
O=c1c2ccccc2oc2cc(OCc3cccc(F)c3)cc(O)c12 | -16% | -21
O=C(CSC1=NS(=O)(=O)c2cc(F)ccc2N1)NCc1ccccc1Cl | ? | ·
O=C(CN(Cc1ccc2c(c1)OCO2)C(=O)c1cnsn1)NC1CCCC1 | 9% | 4
COc1ccc2oc(C(F)(F)C(F)(F)F)cc(=O)c2c1 | ? | ·
Cc1ccc(NC(=O)Cc2ccc(-c3ccccc3)cc2)nc1 | ? | ·
CC(Oc1cccc(Cl)c1)C(=O)Nc1cc(S(=O)(=O)N2CCCCC2)ccc1N1CCOCC1 (stereo unspecified) | ? | ·
COc1ccc(CN2CCNC(=O)C2CC(=O)N(C)C2CCOCC2)c(F)c1 (stereo unspecified) | -17% | 14
Clc1ccccc1COc1ccc(/C=N/n2cnnc2)cc1 | ? | ·
COCCNC(=O)CSc1nc2ccccc2c(=O)n1CCC(=O)N1CCN(c2ccccc2)CC1 | 5% | 13
CC(C)Cn1c(=O)c2ccccc2n2c(CCC(=O)NCc3ccccn3)nnc12 | i | -1
CCC(=O)N/C(N)=N/c1nc(C)c2cc(OC)ccc2n1 | ? | ·
O=C(CSc1ccsc1[N+](=O)[O-])N1CCN(c2ccccc2)CC1 | ? | ·
O=C(CCCCCNS(=O)(=O)c1ccc(Br)cc1)NCCN1CCOCC1 | -2% | 2
O=C(NCc1cccnc1)c1ccc2c(c1)N(Cc1ccccc1)CCS2 | -10% | -2
CC1(C)CC(=O)C=C(Nc2ccccc2F)C1 | 9% | -10
Fc1c(F)c(F)c(/C=N/NC(=S)Nc2cccnc2)c(F)c1F | ? | ·
CC1(C)CC(CC(=O)O)(c2ccccc2)CCO1 (stereo unspecified) | ? | ·
Cc1cc(C)nc(SCC(=O)c2ccc3c(c2)OCCO3)n1 | ? | ·
CC(C)c1ccccc1OCC(=O)NCC(c1cccs1)N1CCOCC1 (stereo unspecified) | ? | ·
O=[N+]([O-])c1cccnc1NCCc1c[nH]c2ccccc12 | 13% | 5
O=C(O)COc1ccccc1/C=N/NC(=O)Cc1csc(Nc2cccc(C(F)(F)F)c2)n1 | ? | ·
O=S(=O)(Nc1nc2ccccc2nc1NCC1CCCO1)c1ccc(F)cc1 (stereo unspecified) | 14% | 1
COc1cc(OC)cc(C(=O)NNC(=S)NC2CC2)c1 | ? | ·
COc1ccc(CC(NC(C)=O)C(=O)NC2CCN(c3nc(C)cc(C)c3C#N)CC2)c(OC)c1 (stereo unspecified) | ? | ·
CC(=O)Nc1ccc(S(=O)(=O)NC2CCCCCC2)cc1 | ? | ·
O=C(NCCCN1CCN(CCCNC(=O)c2cccc(Cl)c2)CC1)c1cccc(Cl)c1 | 11% | -5
CCN(CC)c1ccc(/C=N/NC(=O)Nc2ccccc2)cc1 | ? | ·
CCC(C)Sc1nnc(CSc2nc3nc(C)cc(C)n3n2)o1 (stereo unspecified) | ? | ·
C=CCn1nnnc1SCC(=O)Nc1ccc(C(=O)OC)cc1 | i | ·
Cc1cnc(C(=O)Nc2ccc(-n3cnnn3)cc2)cn1 | ? | ·
CCCC(=O)NCc1ccncc1 | 3% | -9
CN(CCNC(=O)C1CCN(S(=O)(=O)c2cnc[nH]2)CC1)Cc1ccccc1 | -1% | 11
CC1=NNC(=O)C1CC(=O)N/N=C(\C)c1cccs1 (stereo unspecified) | i | ·
O=C(CN1C(=O)CCS(=O)(=O)c2ccccc21)NCc1ccc(F)cc1 | 1% | -6
CC1CN(C2=Nc3cccc4cccc2c34)CC(C)O1 (stereo unspecified) | ? | ·
CCOC(=O)c1c(-c2ccccc2Cl)csc1NC(=O)CSc1nc(C)cc(=O)[nH]1 | ? | ·
CCCn1nnc(NC(=O)Cc2ccccc2)n1 | i | 18
COc1cnc(-c2ccccn2)nc1Oc1ccc(Cl)cc1 | 5% | 2
COc1ccc(N(CC(=O)NC2CCCC2)C(=O)Cn2nnc(-c3ccc(OC)c(OC)c3)n2)cc1 | ? | ·
Cc1ccc(NC2CCCN(C(=O)c3cnsn3)C2)cc1C (stereo unspecified) | ? | ·
COc1cccc(C(=O)Nc2nc(-c3ccc4c(c3)OCO4)cs2)c1 | 24% | -11
COc1ccc(NC(=O)COC(=O)c2c(-c3ccccc3)noc2C)cc1 | ? | ·
CCCc1nnc(-c2cc(OC)c(OC)c(OC)c2)o1 | ? | ·
CC(=O)Nc1ccc(OCC(O)CN2C(C)CCCC2C)cc1 (stereo unspecified) | -6% | -11
Cc1cc(-c2nnc(SCC(=O)Nc3ccc(F)cc3F)n2N)n[nH]1 | i | -10
COC(=O)CCC(=O)OC1(C)C(=O)C=C2C=C(C3CC3)N(Cc3ccc(OC)cc3)C=C2C1=O (stereo unspecified) | 14% | 17
Cc1ccc2cc(NC(=O)CC(CC(=O)O)c3ccccc3)ccc2n1 (stereo unspecified) | ? | ·
O=C(NCc1ccc(F)cc1)c1cc2sccc2n1Cc1ccc(F)cc1 | -5% | 3
COC(=O)COc1cccc2c(=O)n(CC(=O)N3CCC(C)CC3)ccc12 | -1% | -11
Cc1ccc(-c2nnc(SCC(=O)N3CC(C)CC(C)C3)o2)cc1C (stereo unspecified) | -4% | 4

# Further structures.
compound | S3 lipid droplet | S3 lipid droplet cell count max
O=C(Nc1ccc2c(c1)OCO2)c1ccc(CO)cc1 | -3% | 4
CC(NC(=O)C1CCN(c2nnc(N3CCCC3=O)s2)CC1)c1ccccc1 (stereo unspecified) | ? | ·
Cc1ccc(C)c(S(=O)(=O)N2CCN(C(=O)CCc3c[nH]c4ccccc34)CC2)c1 | ? | ·
CC(C)C(=O)NNC(=O)c1csc(CS(=O)(=O)c2ccc(Cl)cc2)n1 | 0% | 20
COc1cc(C2NC(=O)NC(C)=C2C(C)=O)ccc1O (stereo unspecified) | 0% | 0
Cc1cc(NC(=O)c2ccoc2C)ccc1Br | ? | ·
Cc1cc(N2CCN(S(=O)(=O)c3ccc(Cl)c(Cl)c3)CC2)c2ccccc2n1 | ? | ·
COc1ccc(C(C)=O)cc1CN1C(=O)NC2(CCCCCC2)C1=O | ? | ·
CC1=CSC2=NS(=O)(=O)CCN12 | 19% | 18
Cn1cc(CNCC2CCCO2)c(-c2ccc(Oc3ccccc3)cc2)n1 (stereo unspecified) | ? | ·
CC(C)C[C@H](NC(=O)N1CC(=O)Nc2ccccc21)C(=O)N[C@@H](Cc1ccccc1)C(=O)O | -25% | 21
COc1ccc(CN=C2NN=C(c3cccc(OC)c3)CS2)cc1 | ? | ·
O=[N+]([O-])c1ccc(/C=N/n2c(COc3ccccc3)n[nH]c2=S)cc1 | ? | ·
Cc1ccc(Nc2nc3ccc(Cl)cc3n3cnnc23)cc1F | i | ·

# Bioassay records as filed in PubChem.

# These rows are one share of the data; count on the stated rates, not on these rows.
